MCL1-BIM inh: inhibitors of MCL1 binding to BIM-BH3, primary screen, biochemical, fluorescence polarization; Induced myeloid leukemia cell differentiation protein Mcl-1 (Homo sapiens), Q07820; inhibition, % at 10.9 µM; hit rate 0.68% among 320,000; GST-MCL1 / FITC-Bim-BH3 fluorescence polarization;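 active means inhibition above the mean inhibition of all tested compounds plus 3 SD, set per campaign, cut at about 40% in these data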;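 further: 0% = DMSO wells and 100% = unlabeled Bim-BH3 peptide control; higher means more loss of mP so more displacement of Bim peptide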
GRK2 inh: compounds blocking aptamer binding on GRK2 – biochemical, human GRK2, bead flow cytometry, HTS, primary screen; FAM-aptamer displacement from GRK2; inhibition of aptamer binding, % at 10 µM; hit rate 0.59% among 330,000; AID 488847, 2010;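 active means inhibition of aptamer binding above 40%, roughly 3 SD of noise, on plates passing a quality check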;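 further: median bead fluorescence of bound FAM aptamer so fluorescent compounds give negative values; no value below 0 was filed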
Fam108B inh: mouse Fam108B serine hydrolase inhibitors, primary screen, counter-screen for RBBP9 inhibitor project, biochemical, fluorescence polarization; inhibition, % at 9.51 µM; hit rate 0.33% among 300,000; recombinant Fam108B, FP-Rh probe fluorescence polarization; AID 1947, 2009;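 active means inhibition above the screen mean inhibition plus 3 SD, computed separately per campaign, cut at about 18% in these data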;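 further: inhibitors lower polarization as less probe binds the enzyme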
GLD-1 TGE inh: GLD-1/TGE RNA complex disruptors, primary screen, biochemical, fluorescence polarization; Female germline-specific tumor suppressor gld-1 (Caenorhabditis elegans), Q17339; purified GLD-1 + fluorescein TGE RNA; inhibition, % at 5.96 µM; hit rate 0.44% among 320,000; AID 2280, 2010;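 active means percent inhibition above a per-plate cutoff, the plate mean of test compounds plus 3 SD, cut at about 30% in these data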;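 further: 0% = DMSO wells with GLD-1 and probe and 100% = wells lacking GLD-1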
Target sequence (Q17339 whole entry, looked up): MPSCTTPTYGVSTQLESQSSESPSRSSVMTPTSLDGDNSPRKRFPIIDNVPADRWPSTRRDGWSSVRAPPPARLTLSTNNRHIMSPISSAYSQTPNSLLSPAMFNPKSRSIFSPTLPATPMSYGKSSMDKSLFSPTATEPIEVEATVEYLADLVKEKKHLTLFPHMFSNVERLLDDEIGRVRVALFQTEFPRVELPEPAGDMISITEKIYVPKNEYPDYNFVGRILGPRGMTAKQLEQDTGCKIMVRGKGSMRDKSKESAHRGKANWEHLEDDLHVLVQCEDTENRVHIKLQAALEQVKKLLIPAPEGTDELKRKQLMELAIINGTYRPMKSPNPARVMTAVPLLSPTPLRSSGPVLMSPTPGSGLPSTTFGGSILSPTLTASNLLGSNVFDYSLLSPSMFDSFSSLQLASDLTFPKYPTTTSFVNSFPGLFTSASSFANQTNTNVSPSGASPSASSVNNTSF
PME-1 primary: PME-1 inhibitors via competitive probe labeling, primary screen, biochemical, fluorescence polarization, FP-Rh probe, HTS | recombinant PME-1 | inhibition, % at 5.9 µM | hit rate 0.53% among 320,000 | AID 2130, 2009;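 active means inhibition above the campaign mean of all compounds plus 3 SD, cut at about 26% in these data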;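 further: competitive labeling of PME-1 active site by serine hydrolase directed probe; 0% = PME-1 with DMSO and 100% = wells lacking PME-1 enzyme; inhibitors block probe labeling so polarization falls and inhibition rises; many of its hits are not listed in these tables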
Target sequence (Q9Y570 whole entry, looked up): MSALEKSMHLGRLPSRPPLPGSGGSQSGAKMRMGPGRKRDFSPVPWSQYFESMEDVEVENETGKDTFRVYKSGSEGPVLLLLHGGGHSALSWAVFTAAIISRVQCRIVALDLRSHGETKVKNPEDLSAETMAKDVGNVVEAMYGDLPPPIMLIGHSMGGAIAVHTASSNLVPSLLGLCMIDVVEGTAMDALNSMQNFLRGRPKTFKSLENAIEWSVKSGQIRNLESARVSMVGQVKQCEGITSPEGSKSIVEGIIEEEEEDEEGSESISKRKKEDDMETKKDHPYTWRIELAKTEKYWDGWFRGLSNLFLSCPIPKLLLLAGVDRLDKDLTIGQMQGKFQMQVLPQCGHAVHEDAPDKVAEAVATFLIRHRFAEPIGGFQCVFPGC
Bcl-xL primary: inhibitors of human Bcl-xL, primary screen, biochemical, fluorescence polarization, HTS; GST-Bcl-xL / FITC-Bim BH3 peptide fluorescence polarization; inhibition, % at 10.9 µM; Bcl-2-like protein 1 (Homo sapiens), Q07817; hit rate 0.7% among 320,000;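 active means inhibition above the mean of all tested compounds plus 3 SD, cutoff set per campaign, cut at about 30% in these data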;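 further: 0% = DMSO wells and 100% = unlabeled Bim-BH3 peptide competitor; inhibitors lower millipolarization by displacing the labeled peptide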
Efflux pump inh: inhibitors of Candida efflux pumps in yeast, primary screen, S. cerevisiae, Nile Red, multiplex. S. cerevisiae Candida pump triplex. inhibition, % at 10 µM. hit rate 0.44% among 330,000. AID 485275, 2010;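 active means plate passing quality check with inhibition over a set limit, or well fluorescence over plate mean plus 4 SD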;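 further: Nile Red retained in pooled yeast measured as flow cytometry median fluorescence; 0% = buffer negative control and 100% = Enniatin B positive control; higher means more Nile Red kept so more efflux inhibition; some compounds called inactive have numbers as strong as hits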
MEX-5 binding: MEX-5 zinc finger RNA-binding disruptors – biochemical, C. elegans, fluorescence polarization, MLPCN library, primary screen | MEX-5/FITC-TCR2 RNA binding; hits give low values | activity score (negative = inhibition of binding), % at 10 µM | hit rate 0.38% among 300,000;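 active means inhibition past about -25% in most replicates, and total fluorescence under double the plate's negative control median, limit read from the data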;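 further: 0% = DMSO and -100% = 5 µM competing unlabeled TCR2 RNA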
VLA-4 inh: inhibition in human VLA-4 binding assay, primary screen, VLA-4 allosteric modulator project, MLPCN library, flow cytometry, VLA-4 expressing cells | inhibition, % (about 7 µM as worked out from the volumes in the protocol) | hit rate 0.2% among 330,000 | Integrin alpha-4 (Homo sapiens), P13612 | AID 2557, 2010 | ligand binding flow cytometry; in the data active means inhibition above about 50%
* = called active by the depositor; nt = not tested or not shown.

SMILES	MCL1-BIM inh	GRK2 inh	Fam108B inh	GLD-1 TGE inh	PME-1 primary	Bcl-xL primary	Efflux pump inh	MEX-5 binding	VLA-4 inh
CCN(C[C@H]1N[C@@](C)(C(=O)OC)[C@H]2C(=O)N(Cc3ccccc3)C(=O)[C@@H]12)S(=O)(=O)c1ccc(F)cc1	nt	1	nt	-1	nt	nt	0.3	nt	-5
Cc1nc(NCCNC(=O)c2ccco2)c2c(C)c(C)sc2n1	1	0	0	0	-1	3	0.0	nt	-1
CCC(CC)C(=O)OCC(=O)Nc1cccc(S(=O)(=O)N(C)c2ccccc2)c1	0	0	1	-3	-1	5	-0.3	1.9	12
Cc1cccc(NC(=S)NC2CC3CCCC(C2)N3Cc2cccs2)c1 (stereo not given)	6	0	1	-1	1	-2	0.0	2.1	10
CCOC(=O)C1=C(C)NC(=O)NC1c1ccc(OC(=O)c2ccco2)cc1 (stereo not given)	-9	2	-2	3	-1	0	0.0	0.9	-10
O=C(Nc1cccc(F)c1)Nc1ccnn1C1CCN(C(=O)CCN2CCCO2)CC1	5	0	1	0	2	3	0.1	1.0	-4
Cc1ccc(OCc2ccc(Br)cc2)c([N+](=O)[O-])n1	-12	0	-1	-9	9	-10	0.1	-2.4	0
CCNc1nc2c(c(=O)[nH]c(=O)n2C)n1Cc1ccc(F)cc1	-11	0	2	0	3	-5	1.2	1.2	30
COc1ccc(NS(=O)(=O)c2ccc(NS(=O)(=O)c3cccs3)cc2)c(OC)c1	-4	0	-2	1	2	0	0.0	2.2	15
Fc1ccc(COc2ccc(C(=S)N3CCCC3)cc2)cc1	4	0	-2	10	3	-4	0.1	2.8	3
CCN(CC(=O)NCCc1ccc(S(N)(=O)=O)cc1)Cc1ccccc1	-11	0	-7	1	0	-1	0.3	-2.1	13
CCc1ccc(N2CC(C(=O)OCC(=O)NC3CCS(=O)(=O)C3)CC2=O)cc1 (stereo not given)	-7	1	1	-12	-1	-5	0.0	-3.0	0
COc1ccc(NC(=O)N2CCCC(C(=O)NCc3ccccc3F)C2)cc1 (stereo not given)	0	1	0	3	3	1	0.0	-0.9	9
CCOC(=O)c1cccc(NC(=O)CSc2nnc(C3CCCCC3)n2C)c1	-2	4	-2	-3	-2	-1	0.0	0.9	6
CC1CCCC(NC(=O)COC(=O)c2cccs2)C1C (stereo not given)	3	2	nt	4	4	2	0.1	nt	7
Cc1ccc(NC2CCCN(C(=O)CCN3CCOCC3)C2)cc1C (stereo not given)	7	0	3	3	-4	5	0.0	-1.4	4
O=C(Nc1ncc(Cc2ccccc2Cl)s1)C1CCCO1 (stereo not given)	2	0	-4	-1	-2	3	-0.1	-5.1	-10
O=C(NCCCN1CCCC1=O)c1cc(-c2ccc3c(c2)OCO3)nc2ccccc12	4	0	-4	-7	4	1	0.0	2.6	2
CC1CC(C)CN(C(=S)SCc2nc(N)nc(Nc3ccccc3)n2)C1 (stereo not given)	10	0	-5	1	-6	7	-0.1	-0.5	15
Oc1ccc2ccccc2c1/C=N/c1nccs1	11	3	4	3	5	5	-0.2	-0.9	9
CC(=O)Nc1ccc(S(=O)(=O)Nc2cccn(Cc3ccc(C)cc3)c2=O)cc1	1	0	4	9	8	4	0.2	-0.2	-4
CCOc1ccc(C(=O)N(CC)CC(=O)Nc2ccc3c(c2)OCCO3)cc1OCC	9	0	nt	2	-1	2	0.0	nt	5
O=C(CN1CCNCC1)Nc1ccc(Oc2ccccc2)cc1	2	0	3	8	8	3	0.1	-2.0	3
CCC1CCCCN1C(=S)NC(=O)c1ccco1 (stereo not given)	nt	0	nt	5	nt	nt	0.1	nt	4
C/C(=N\NC(=O)c1cc(C)nc2ccccc12)c1ccccn1	8	0	nt	4	6	0	-0.1	nt	1

Arranged by the number under Bcl-xL primary (largest number first): some entries from above
molecule,Bcl-xL primary
CC1CCCC(NC(=O)COC(=O)c2cccs2)C1C (stereo not given),2
O=C(NCCCN1CCCC1=O)c1cc(-c2ccc3c(c2)OCO3)nc2ccccc12,1
CCNc1nc2c(c(=O)[nH]c(=O)n2C)n1Cc1ccc(F)cc1,-5

New compounds follow
SMILES	MCL1-BIM inh	GRK2 inh	Fam108B inh	GLD-1 TGE inh	PME-1 primary	Bcl-xL primary	Efflux pump inh	MEX-5 binding	VLA-4 inh
COc1ccccc1N1CCN(C(=O)CSc2ccccc2)CC1	25	2	1	-1	-6	3	-0.1	2.9	4
COc1ccc(/C(O)=C2/C(=O)C(=O)N(c3ccccn3)C2c2ccc(OC)c(OC)c2)cc1 (stereo not given)	9	0	0	1	3	4	0.0	-0.8	10
COc1cc(/C=C(\C#N)C(=O)Nc2ccccc2C(=O)O)cc(Cl)c1OC	12	4	-3	4	-2	10	0.0	0.4	14
O=C1CSC2(N1)C1CC3CC(C1)CC2C3 (stereo not given)	3	1	-1	3	-5	0	-0.1	-2.0	-2
NC1=C(c2ccc(F)cc2)C(=O)CS1	10	0	0	-6	-2	3	-0.1	2.7	27
CN(C)C(=O)/C(=C/c1ccc(-c2cccc([N+](=O)[O-])c2)o1)NC(=O)c1ccccc1	-1	4	1	-4	6	4	0.0	-0.7	5
COc1ccc(S(=O)(=O)N2CCCN(CC(=O)Nc3ccc4c(c3)OCO4)CC2)cc1	1	0	-3	1	4	2	0.0	nt	10
Cc1ccc(-c2ccc(=O)n(CCC(=O)NCCN3CCCCC3C)n2)cc1 (stereo not given)	10	5	9	-2	-3	13	-0.1	1.1	-6
C[C@H]1CCC[C@@]2(O[C@@H](CCO)C[C@@H](O)[C@@H]2O)O1	-2	nt	9	-3	-10	-3	nt	-0.6	nt
CCN(CC)S(=O)(=O)c1ccc(O)c(C(=O)OCC(=O)N(C)Cc2ccccc2)c1	2	3	-2	4	-2	7	0.1	1.9	20
CC(=O)c1ccc(-c2ccc(/C=C(/Sc3n[nH]c(C)n3)C(=O)O)o2)cc1	-16	1	11	-22	7	-8	-0.1	-35*	-8
CC1CCC2(CC1)NC(=O)N(NC(=O)CCl)C2=O (stereo not given)	-3	0	1	-5	-1	2	0.2	-0.3	8
C=CCNc1nc(C(=O)OCC(=O)Nc2c(Cl)cccc2C(F)(F)F)cs1	-7	1	-1	-1	2	-6	-0.1	0.8	4
CCN(CC(=O)NCc1ccc(Cl)cc1)C(=O)CCc1ccccc1	-7	0	0	-7	4	3	0.2	1.2	9
COc1ccc(S(=O)(=O)N2CCN(Cc3cc(=O)n4ccccc4n3)CC2)cc1	15	2	nt	3	10	8	-0.3	nt	-12
CC1=CC(C)(C)NC(=S)N1c1ccccc1C	2	2	3	0	0	1	0.1	-0.7	14
COc1ccc(S(=O)(=O)N2CCN(C3Cc4ccccc4C3)CC2)cc1	7	1	1	3	4	4	-0.2	-0.6	-8
OCC#CCSc1nnc(-c2cccc3ccccc23)o1	nt	5	nt	1	nt	nt	-0.3	nt	1
CCOc1ccc2nc(NC(=O)CN3CCN(C)CC3)sc2c1	1	2	-3	2	-8	6	0.0	1.9	1
O=[N+]([O-])c1c(NCCCO)cc(Sc2ccc(Cl)cc2)c2nonc12	7	1	-1	6	5	2	0.2	-8.1	24
CCc1ccc(/C=C2\SC(=S)N(CCCC(=O)Nc3ccc(C(=O)O)cc3)C2=O)cc1	-2	0	-7	-1	0	-3	-0.1	0.6	-9
COc1cccc(CN2CCN(S(=O)(=O)c3ccc(NC(C)=O)cc3)CC2)c1OC	1	0	3	7	-6	7	-0.1	-1.8	4
COCCOC(=O)C1=C(C)N(c2ccccc2)C(=O)NC1c1cccc([N+](=O)[O-])c1 (stereo not given)	-8	0	-1	-2	11	-3	0.2	-0.3	-13
Cc1ccc(S(=O)(=O)NCCC(=O)NCc2ccccc2)cc1	-2	1	3	8	5	-3	-0.2	2.6	-4
CC(=O)N1CC2([N+](=O)[O-])CN(C(C)=O)CC([N+](=O)[O-])(C1)C2(C)C	8	0	2	3	4	8	-0.2	-1.3	7

Profiles as entered above:
Cc1nc(NCCNC(=O)c2ccco2)c2c(C)c(C)sc2n1 in the list: MCL1-BIM inh: 1; GRK2 inh: 0; Fam108B inh: 0; GLD-1 TGE inh: 0; PME-1 primary: -1; Bcl-xL primary: 3; Efflux pump inh: 0.0; MEX-5 binding: nt; VLA-4 inh: -1
O=C1CSC2(N1)C1CC3CC(C1)CC2C3 (stereo not given) in the list: MCL1-BIM inh: 3; GRK2 inh: 1; Fam108B inh: -1; GLD-1 TGE inh: 3; PME-1 primary: -5; Bcl-xL primary: 0; Efflux pump inh: -0.1; MEX-5 binding: -2.0; VLA-4 inh: -2

(list continues)
SMILES	MCL1-BIM inh	GRK2 inh	Fam108B inh	GLD-1 TGE inh	PME-1 primary	Bcl-xL primary	Efflux pump inh	MEX-5 binding	VLA-4 inh
Cc1ccc(-n2c(O)c(C=NCc3ccccn3)c3ccccc3c2=O)cc1C	9	11	-3	6	-2	4	-0.4	3.3	4
Cc1sc2nc(-c3ccncc3)[nH]c(=O)c2c1-c1ccccc1	-4	3	-2	-2	-6	0	-0.2	-0.5	2
O=C(NCCCN1CCOCC1)c1ccc(Br)cc1	0	0	-4	5	5	-2	0.1	-0.6	8
O=C(NCCO)c1ccc(-c2nnc(Nc3ccc(O)cc3)c3ccccc23)cc1	7	0	0	-4	2	3	0.2	-1.0	1
COc1ccc(C(=O)NCc2nnc(SCC(=O)N3CCC(C)CC3)o2)cc1	3	1	5	4	-4	2	0.0	2.9	12
O=C(Nc1ccncc1)c1c(Cl)cccc1Cl	2	3	0	4	3	0	0.0	0.2	11
CSc1sc(C(=O)Nc2ccc(F)cc2F)c2c1C=CCC2	-1	2	-1	3	-3	-1	0.0	0.6	-4
C=CCC(C(=O)Oc1c(C(C)(C)C)cc(C)cc1C(C)(C)C)c1ccccc1 (stereo not given)	-5	0	nt	1	-1	-1	0.1	nt	23
CN(Cc1ccccc1)C(=O)COC(=O)c1ccc(=O)n(Cc2ccccc2)n1	-4	9	1	-1	-6	2	0.0	0.2	1
COCCN(Cc1ccccc1)C(=O)C1CCN(S(=O)(=O)c2ccc(OC)c(OC)c2)CC1	-20	4	-1	4	4	-17	0.1	2.0	13

Bioassay records deposited in PubChem by several laboratories.

The list is partial; the hit share may differ from the screen's.
